H9c2 TAG inh: inhibitors of triacylglycerol accumulation, primary screen, cell-based, uHTS, fluorescence, H9c2 | H9c2 cells, Nile Red lipid (TAG) fluorescence; cells loaded with 200 µM oleic acid | 230,000 compounds, 0.66% hits | inhibition, % at 12.5 µM;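 active = pattern-corrected inhibition of lipid staining of at least 50% with the nuclear-stain viability signal not falling by more than 50%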;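 also: 0% = DMSO wells and 100% = triacsin C control wells; some results filed as inactive read as strong as hits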
H9c2 TAG inh DAPI viability: second read-out of H9c2 TAG inh, no call of its own (marks repeat the call); DAPI nuclei signal change (viability), lower = more cytotoxic, %;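 whole-well DAPI fluorescence read on a plate reader as a viability signal; minus 50 percent equals half of cells still viable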
The depositor's hits bear a star. Only part of the results is shown; rates above refer to the full screens.

Molecule	H9c2 TAG inh	H9c2 TAG inh DAPI viability
CCN(CC(=O)NCc1ccc(F)cc1)CC(=O)Nc1ccc(S(=O)(=O)N2CCCC2)cc1	4	-4
O=c1c(Cc2ccc(Cl)cc2Cl)c(O)ccn1Cc1ccncc1	-3	-6
O=C(CCSc1ccccc1)Nc1ccc(OCc2ccccc2)cc1	19	-8
Cc1onc(-c2ccccc2)c1C(=O)Nc1nnc(C(C)C)s1	-9	5
CCN(CC)S(=O)(=O)c1cccc(C(=O)N/N=C/c2ccccc2OCC(=O)O)c1	-22	-1
COc1cc2c(cc1NC(=O)COc1ccc3ccccc3c1)oc1ccccc12	35	6
CC1CCN(C(=O)Cn2c(=O)n(-c3ccc(F)cc3)c(=O)c3sccc32)CC1	-1	-8
CN(CCO)S(=O)(=O)c1ccc2c(c1)C(=NNC(N)=O)c1cc(S(=O)(=O)N(C)CCO)ccc1-2	-7	9
S=C(Nc1ccccc1)N1CCCCCC1	-5	-7
CSCCC(NC(=O)c1ccc(Cl)cc1)C(=O)OCC(=O)NCc1ccco1 (stereo not given)	0	2
Cc1nonc1OC(C)CNc1ccc([N+](=O)[O-])cc1 (stereo not given)	-109	-6
CC(C)(C)c1ccc(C(=O)Nc2ccccc2Cl)cc1	7	10
COc1ccc(Cl)cc1Nc1nc(-c2sc(NC(=O)CC(C)C)nc2C)cs1	23	-7
COc1ccc(N2CCN(C(=O)c3ccc(Cl)c(S(=O)(=O)N4CCCC4)c3)CC2)cc1	-22	-7
O=[N+]([O-])c1ccccc1S(=O)(=O)Nc1ccc(-c2ccc(N3CCCC3)nn2)cc1	7	4
COc1ccc(NS(=O)(=O)c2ccc3[nH]c(=O)[nH]c3c2)cc1	-1	3
COc1ccc(Cl)cc1-c1cc(C(=O)Nc2ccc(C)c(NS(C)(=O)=O)c2)[nH]n1	-9	17
CN(c1ccccc1)S(=O)(=O)c1cccc(C(=O)NC2CC(C)(C)NC(C)(C)C2)c1	23	-20
Cc1ccccc1/[N+]([O-])=C/c1ccncc1	-7	3
C=CCn1c(=NC(=O)CN2C(=O)CCC2=O)sc2cccc(OC)c21	-15	4
CN(C)CCn1c2c(c(SCC(=O)Nc3cccc4ccccc34)nc1=O)CCC2	-7	-5
O=C(Nc1nsc(-c2ccccc2)n1)c1ccc(F)cc1	-15	16
COc1ccc(NC(C)=O)cc1S(=O)(=O)NC(Cc1ccccc1)C(=O)NC(C)c1ccccn1 (stereo not given)	15	-5
COc1ccc(-n2ncc3c2CC(C)(C)CC3NC(=O)c2cn[nH]c2)cc1 (stereo not given)	-9	-1
O=C(Nc1ccon1)c1cccc(S(=O)(=O)N2CCCCC2)c1	-8	1
C=CCNc1nnc(Sc2ncccc2[N+](=O)[O-])s1	14	-4
S=C(NC1CCCCCC1)NC1CCCC1	4	-4
CC(C)N1CCc2c(sc(NC(=O)c3ccc([N+](=O)[O-])o3)c2C(N)=O)C1	110	-72
Fc1ccc(NC2=NCCCCC2)cc1	3	2
CCOC(=O)/C(C(=O)Nc1ccc(Br)cc1)=C1/NC(C)(C)Cc2ccccc21	22	14
CC(C)C(NC(=O)c1ccccc1F)C(=O)Nc1ccc2c(c1)OCO2 (stereo not given)	-20	-5
CCn1cc(-c2ccccc2)c(C(=O)O)c1-c1ccc(OC)cc1	-6	-3
CCOC(=O)CSc1ccc2nnc(CCNS(=O)(=O)c3ccc(C)cc3)n2n1	-7	-1
CC1CC(C)CN(C(=O)c2cc3c(s2)CCC3)C1 (stereo not given)	6	-5
COc1ccc(C2c3c(oc4ccccc4c3=O)C(=O)N2CCN2CCOCC2)cc1OC (stereo not given)	3	1
COc1cc(C2CC(=O)OC3=C2C(=O)CC(C)(C)C3)cc(OC)c1OC (stereo not given)	-1	-6
O=C(Nc1cccc2ccccc12)OC1C=CS(=O)(=O)C1 (stereo not given)	18	-10
CC(C)NC(=O)c1ccc(N(Cc2ccccc2)S(C)(=O)=O)cc1	13	0
COc1ccccc1N=Nc1c(C)noc1C	-11	-1
CN1C(=O)[C@H]2[C@@H](/C=C/c3ccccc3)N3C(=O)CN(Cc4ccc(-c5ccccc5)cc4)C(=O)[C@@]3(C)[C@H]2C1=O	16	-7
O=C(OCc1nnc(-c2ccccc2)o1)c1cc(Cl)ccc1[N+](=O)[O-]	8	3
CC(OC(=O)Cc1c(F)cccc1Cl)C(=O)NC1CCCCC1C (stereo not given)	10	-1
CC1COCC(C)N1C(=O)c1cccnc1 (stereo not given)	-8	9
CCOc1ccc(-n2ccnc2SCC(=O)Nc2cc(C)on2)cc1	-75	7
COc1cccc(CNCCN2CCOCC2)c1OC	8	0
C=CCNc1nc2cc(-c3ccc(C(=O)N4CCOCC4)cc3)sc2c(=O)n1C	18	-4
COC(=O)[C@H](CC(C)C)NS(=O)(=O)N[C@@H](CC(C)C)C(=O)OC	-12	15
CC1CCN(C(=O)COC(=O)c2ccc3ccccc3n2)CC1	-8	-6
CCN(CC(=O)Nc1ccccc1OC)Cc1csc(CC(=O)Nc2ccc(C)cc2)n1	-17	-5
Cc1cc(N/N=C/c2ccc(N(C)C)cc2)c2ccccc2n1	-27	33
Cc1nnc(SC(C)C(=O)NC2CCCCC2)[nH]c1=O (stereo not given)	-7	2
O=C1CC(C(=O)N2CCOCC2)C2(CCCC2)O1 (stereo not given)	-4	8
COc1cc(O)c2c(c1)OC(C)(C)CC2=O	9	-6
CCCn1c(SC(C)C(=O)NC2CCCC(C)C2C)n[nH]c1=O (stereo not given)	-7	-7
COc1ccc(-c2ccc(C(=O)Nc3cccc(N(C)C)c3)c3occc23)c(C)c1	20	10
CCN(CC)c1ccc(C=C2C(=O)OC3(CCCCC3)OC2=O)cc1	0	2
O=C(CNC(=O)c1cccc(-n2cnnn2)c1)Nc1ccc(F)c(F)c1	14	-3
CC1CCN(S(=O)(=O)c2cc(C(=O)NC3(C)CCS(=O)(=O)C3)ccc2Br)CC1 (stereo not given)	0	-7
CCOc1ccc(-c2cc(C(=O)N3CCCC3)c3ccccc3n2)cc1	-16	80
COc1nccc(NCc2ccccc2)c1C#N	8	-3

Part of the list above, with values under each structure.
Sequence of screens: H9c2 TAG inh, H9c2 TAG inh DAPI viability
CCN(CC(=O)Nc1ccccc1OC)Cc1csc(CC(=O)Nc2ccc(C)cc2)n1
 : -17, -5
Cc1cc(N/N=C/c2ccc(N(C)C)cc2)c2ccccc2n1
 : -27, 33

(next part)
Molecule	H9c2 TAG inh	H9c2 TAG inh DAPI viability
O=C(O)c1cc(-c2ccccc2)n[nH]1	-2	3
O=C(C1CCN(CCCc2ccccc2)CC1)N1CCCCC1	-4	0
CC(=O)NC1(C(F)(F)F)NC(=O)N(CC(C)C)C1=O (stereo not given)	9	-2
COc1ccc(NC(=S)N2CCN(S(=O)(=O)c3ccc(OC)cc3)CC2)cc1	1	6
CC1CCN(c2cc(N3CCC(C)CC3)c([N+](=O)[O-])cc2/C=C(\C#N)c2nn(-c3ccccc3)c(N)c2C#N)CC1	52*	-13*
CC(C)Cn1c(=O)c2c(c3ccccc31)OC(C)C(=O)N2 (stereo not given)	-8	-6
COC(=O)c1ccc(CN2CCN(CCC(C)C)C(CCO)C2)cc1 (stereo not given)	-2	6
C=C1CC2(CC(c3ccccc3)OC(c3ccccc3)C2)OC1=O (stereo not given)	101	-61
CNc1ccc(S(=O)(=O)NC)cc1[N+](=O)[O-]	9	-10
CC(C)OC(=O)c1c(NC(=O)CCn2nnc3ccccc32)sc2c1CCCC2	4	8
CCOC(=O)C1(CCOc2ccccc2)CCN(CC(O)CO)CC1 (stereo not given)	-11	11
COC(=O)c1c(NC(=O)Cc2ccccc2)sc2c1CCN(C(C)C)C2	-4	8
CC(=O)OC(COC1C[C@@H]2CC[C@@]1(C)C2(C)C)C[N+]1(C)CCCCC1 (stereo not given in full)	-8	3
C/C(CC(=O)Nc1ccc(Cl)c(C(F)(F)F)c1)=N\NC(=O)c1cnccn1	8	0
CC(=O)NCCC(=O)Nc1cc(S(=O)(=O)N2CCOCC2)ccc1Oc1ccccc1	13	-3
NC(=O)C1CC(=O)N(c2ccc(OCc3c(F)cccc3Cl)cc2)C1 (stereo not given)	4	-8
COc1cc(OC)cc(C(=O)N[C@H](C(=O)NCCc2c[nH]c3ccccc23)C(C)C)c1	4	-2
Cc1ccc(F)c(S(=O)(=O)NC(=O)C2(C)CCN2C(=O)Cc2cccs2)c1 (stereo not given)	-2	-3
COc1cccc(CC(=O)NCC2(N3CCCCC3)CCCCC2)c1	22	-1
Cc1cc(C)c(C#N)c(N2CCN(S(=O)(=O)Cc3ccccc3)CC2)n1	5	-9
O=C(Nc1ccc(S(=O)(=O)N2CCCC2)cc1)c1c(F)cccc1F	0	3
COC(=O)CCC(=O)N(CCN(Cc1ccccc1)C(=O)CCC(=O)OC)Cc1ccccc1	13	-11
Cc1cc(C(=O)COC(=O)c2ccccc2O)c(C)n1CC1CCCO1 (stereo not given)	-5	5
O=C(OCC(=O)N1CCCC1=O)c1nc(Cl)ccc1Cl	1	3
CCC(C)NC(=O)/C(=C/c1ccco1)c1ccccc1 (stereo not given)	2	-7
O=C(Nc1cccc(N2C(=O)C3CCCCC3C2=O)c1)c1ccccc1 (stereo not given)	7	-7
O=C(NCc1ccncc1)c1cc(F)c(F)cc1Cl	-1	-2
O=c1oc2ccccc2n1Cc1cccc(Cl)c1	10	-4
O=C(Nc1scc(-c2ccc(Br)cc2)c1C(=O)O)c1ccccc1F	-11	2
COCC1CCN(C(=O)c2ccc3oc(CCc4ccccc4)nc3c2)C1 (stereo not given)	-16	0
O=C(NCc1ccccn1)c1cccc(S(=O)(=O)NCc2ccccc2)c1	8	2
CN1C=CC=C/C1=C1\SC(=S)N(CC(=O)O)C1=O	4	-4
NC(=O)CSc1cn(Cc2cccc(F)c2)c2ccccc12	-7	6
CNc1nc(NN)nc(Nc2ccccc2)n1	-4	7
Cc1[nH]c2ccccc2c1C(=O)CSc1nnc(C2CC2)o1	-1	-1
COc1ccc(CN2C3CCCC2CC(NC(=O)c2cccc(F)c2)C3)cc1 (stereo not given)	9	89
Cc1ccc(C(=O)n2ncn(C)c2=S)cc1	-19	10
O=S(=O)(c1ccc(OCc2ccc(Br)cc2)cc1)N1CCOCC1	-24	-4
CCCC12CN(C(=O)c3ccc([N+](=O)[O-])cc3)CC(C)(CN(C(=O)c3ccc([N+](=O)[O-])cc3)C1)C2=O	1	-5
Cc1ccccc1OCC(=O)N/N=C/C=C/c1ccccc1	-17	4
COc1ccc(N2CCN(c3cc(C(=O)NC4CCCCC4)ncn3)CC2)cc1OC	-4	9
CCN(CC)c1ccc(N2C(=O)CSC2=S)cc1	-6	3
C[C@@H]1CN([C@H](C)CO)S(=O)(=O)c2ccc(C3=CCCCC3)cc2O[C@H]1CN(C)C(=O)Cc1cccnc1	16	-6
Cc1cc(S(=O)(=O)Nc2ccc(C(=O)N3CCN(c4ccccc4O)CC3)cc2)ccc1F	-3	8

Structures shown so far that have fluorine (17):
Molecule	H9c2 TAG inh	H9c2 TAG inh DAPI viability
CCN(CC(=O)NCc1ccc(F)cc1)CC(=O)Nc1ccc(S(=O)(=O)N2CCCC2)cc1	4	-4
CC1CCN(C(=O)Cn2c(=O)n(-c3ccc(F)cc3)c(=O)c3sccc32)CC1	-1	-8
O=C(Nc1nsc(-c2ccccc2)n1)c1ccc(F)cc1	-15	16
Fc1ccc(NC2=NCCCCC2)cc1	3	2
CC(C)C(NC(=O)c1ccccc1F)C(=O)Nc1ccc2c(c1)OCO2 (stereo not given)	-20	-5
CC(OC(=O)Cc1c(F)cccc1Cl)C(=O)NC1CCCCC1C (stereo not given)	10	-1
O=C(CNC(=O)c1cccc(-n2cnnn2)c1)Nc1ccc(F)c(F)c1	14	-3
CC(=O)NC1(C(F)(F)F)NC(=O)N(CC(C)C)C1=O (stereo not given)	9	-2
C/C(CC(=O)Nc1ccc(Cl)c(C(F)(F)F)c1)=N\NC(=O)c1cnccn1	8	0
NC(=O)C1CC(=O)N(c2ccc(OCc3c(F)cccc3Cl)cc2)C1 (stereo not given)	4	-8
Cc1ccc(F)c(S(=O)(=O)NC(=O)C2(C)CCN2C(=O)Cc2cccs2)c1 (stereo not given)	-2	-3
O=C(Nc1ccc(S(=O)(=O)N2CCCC2)cc1)c1c(F)cccc1F	0	3
O=C(NCc1ccncc1)c1cc(F)c(F)cc1Cl	-1	-2
O=C(Nc1scc(-c2ccc(Br)cc2)c1C(=O)O)c1ccccc1F	-11	2
NC(=O)CSc1cn(Cc2cccc(F)c2)c2ccccc12	-7	6
COc1ccc(CN2C3CCCC2CC(NC(=O)c2cccc(F)c2)C3)cc1 (stereo not given)	9	89
Cc1cc(S(=O)(=O)Nc2ccc(C(=O)N3CCN(c4ccccc4O)CC3)cc2)ccc1F	-3	8
